Compound activity deposited in PubChem by Small Molecule Screening Facility, UW Madison.
PriA SSB inh: inhibitors of Klebsiella pneumoniae PriA binding to SSB C-terminal tail, primary screen, biochemical, AlphaScreen; AlphaScreen SSBct-PriA binding, biotinylated peptide; AID 1272365, 2023; inhibition, % at 33 µM; PriA–SSB C-terminal tail interaction (Klebsiella pneumoniae); 430,000 tested, 0.6% active; in the data active means inhibition mostly above about 37%, no sharp cut-off; inactive means mostly below about 20%;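 further: plate controls were negative control peptide for no effect and reference peptide for full effect; strong numbers were not always called active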
Active calls of the source: *; & = joins results of further samples.

SMILES	PriA SSB inh
Cc1noc(C)c1CCC(=O)N1CCc2nc3ccc(F)cn3c(=O)c2C1	-4
COc1ccccc1CCNC(=O)C(=O)Nc1cc(N2CCCS2(=O)=O)ccc1OC	-12
Cc1ccc(NC(=O)NC[C@H]2CCCN2c2nccs2)cc1C	11
C#CCOc1ccc(Cl)cc1C=NO	-19
Cc1nc(-c2cccs2)c(CCC(=O)NCc2ccco2)s1	-4
Cc1cccc(CC(=O)NCC2CCN(c3ccccn3)CC2)c1	-11
Cn1cccc1C(CNC(=O)c1ccco1)N1CCc2ccccc2C1 (stereo not given)	9
CSc1cccc(C(=O)NCc2cncc(-c3cccs3)c2)c1	-3
CCn1cc(C=NNC(=O)c2ccc(F)cc2)cn1	2
O=C(NCCCCN1CCOC(c2ccccc2)C1)C(=O)NC1CC1 (stereo not given)	-20&4
Clc1ccccc1CN1CC(c2nc(C3CC3)no2)C1	-9
Oc1c(C(c2ccccn2)N2CCCC2)ccc2cccnc12 (stereo not given)	101
CCSc1ccccc1C(=O)Nc1ccn2nccc2c1	-9
COCCNC(=O)Cc1cc(=O)oc2cc(C)ccc12	-13
COc1ccc(C(=O)Nc2c(N)nc(SCc3cccc([N+](=O)[O-])c3)[nH]c2=O)cc1	1
COc1ccc(N2C(=O)CC(NNC(=O)c3ccccc3)C2=O)cc1 (stereo not given)	3
Cc1nc(NCCNS(C)(=O)=O)cc(-n2cccc2)n1	1
N#Cc1cccc(C(=O)N2CCC(n3ccnn3)CC2)c1	-13
COc1ccc2oc(-c3csc(NC(=O)c4ccccc4OC)n3)cc2c1	-24
COc1ccc(CC(C)(O)CNS(=O)(=O)Cc2ccccc2Cl)cc1 (stereo not given)	-6
O=C(NCCN1CCC(c2cccs2)CC1)Nc1ccccc1Cl	3
Cc1c(C(=O)NN)sc2nc3n(c(=N)c12)CCC3	-13
Cc1ccc(C(=O)Nc2nc3c(s2)CCC3C(=O)NCc2ccccn2)cc1 (stereo not given)	5
Cc1ccc(-c2csc(NC(=O)c3coc4ccccc4c3=O)n2)o1	4
Cc1ccc(-c2c(CN3CCOCC3)c(=O)[nH]c3ccccc23)cc1	5
COc1ccc(CCNC(=O)Cn2c(=O)n(CCCC(=O)NCc3ccc(F)cc3)c(=O)c3ccccc32)cc1OC	-17
CCOc1ccc(CC(=O)Nc2nc3c(OC)ccc(C)c3s2)cc1	2
COc1ccc(CC(=O)NCCc2csc(-c3ccc(C(F)(F)F)cc3)n2)cc1	-12
O=C(NCCCS(=O)(=O)N1CCN(c2ncccn2)CC1)c1cc2ccccc2o1	0
NC[C@@](O)(c1ccco1)C1CC1	-7
COc1ccc(C(=O)Nc2c(N)nc(SCC(=O)Nc3nccs3)[nH]c2=O)cc1OC	-17
N#CCC(N)=NNc1nc2ccccc2nc1Cc1ccccc1	-5
COc1ccccc1NS(=O)(=O)c1cc([N+](=O)[O-])ccc1NN=Cc1c[nH]c2ccccc12	-5
Cc1csc(C(=O)NCCn2nc(C(F)(F)F)n(C)c2=O)c1	1
CSc1cccc(C(=O)Nc2ccc(-c3nc4ccccc4o3)cc2)c1	13
O=C(CCSc1ccccc1)NCCCn1ncccc1=O	-5
COC(=O)NN=Cc1c(C)nn(-c2ccccc2)c1Cl	-1
Cc1ccc(NC(=O)c2n[nH]c3ccccc23)cc1Cl	-5
O=C(O)c1cc2n(n1)CCCO2	-22
O=C(N[C@H]1CCN(c2ccccn2)C1)c1cccc(Oc2ccc(F)cc2)c1	11
CS[C@H]1CCN(C(=O)COc2ccc(F)cc2)C1	-15
COc1ccc(-c2nc3scc(CCNC(=O)c4cccc(C(F)(F)F)c4)n3n2)cc1OC	-8
O=C([C@@H]1COc2ccccc2O1)N1CC(n2cc(-c3ccccc3)nn2)C1	-11
CC(NS(=O)(=O)c1ccc2c(c1)Cc1cc(S(=O)(=O)NC(C)C(=O)O)ccc1-2)C(=O)O (stereo not given)	-13&-10
O=C(CN1CCC(Cn2c(COc3ccccc3)nc3ccccc32)CC1)Nc1nccs1	-2
O=C1NC(c2ccccn2)Nc2sc3c(c21)CCCC3 (stereo not given)	21
COc1cc(/C=N\NC(=O)COc2ccc(Cl)cc2Cl)ccc1O	6
COc1ccc(S(=O)(=O)c2nnn(-c3ccc4c(c3)OCCO4)c2N)cc1	-2
COc1ncc(NC(=O)c2sc(-c3ccccc3)nc2C)c(N(C)C)n1	3
O=C(Nc1ccc2c(c1)OCO2)N1CCC(c2cccs2)CC1	-7
Cn1nc(C(=O)Nc2nc3ccc([N+](=O)[O-])cc3s2)ccc1=O	-15
O=C(NCCc1c[nH]c2ccccc12)Nc1c[nH]c2ccccc12	28
Cc1occc1C(=O)NN=CC1=C(N2CCOCC2)/C(=C\c2ccc(Cl)cc2Cl)CC1	-6
Cc1cc(NC(=O)c2ccc(Br)s2)n(-c2nc3ccccc3s2)n1	-7
CCCN(CCC)CC(O)COc1ccccc1C(C)=O (stereo not given)	-10
O=C(c1cccs1)c1ccc(CNS(=O)(=O)c2ccccc2F)s1	-16
CCOCCCNC(=O)c1c(N)n(-c2ccc3c(c2)OCCO3)c2nc3ccccc3nc12	-24
CCn1ccc(C(=O)Nc2nc3c(OC)ccc(OC)c3s2)n1	-22&1
C=CCOCC(O)CN1CCN(c2cccc(C(F)(F)F)c2)CC1 (stereo not given)	4
Cc1cccc(C)c1NC(=O)Cn1nc2ccc(SCc3ccc(Cl)cc3)nn2c1=O	3

(continued)
SMILES	PriA SSB inh
Cn1cccc1C=NN1CCN(c2ccccn2)CC1	3
COc1ccc(CC(=O)Nc2ccc(C)c(N3CCCCC3=O)c2)cc1OC	12
Cc1ccc(S(=O)(=O)N=C(c2ccccc2)N(C)C)c(C)c1	-17
COc1ccc(C=Nn2nnnc2N)c(OC)c1	-1
CCOc1ccc(-n2c(SCc3cc(=O)n4cc(Cl)ccc4n3)nc3ncccc3c2=O)cc1	-6
CCOC(=O)c1cc(C)sc1N=CC1=C(O)CCCC1=O	-2
NC(=O)c1ccc(NC(=O)C(=O)NCCN2CCOCC2)cc1	-4
N#Cc1nccnc1N1CCC(CNC(=O)c2ccc3nsnc3c2)CC1	-7
CC(=O)N1CC(C(=O)Nc2nc(C)cs2)C1	-11
NC(=O)c1ccc(NC(=O)CCCn2nc(-c3ccncc3)ccc2=O)cc1	-5&8
CO[C@@H](CNC(=O)Cc1ccsc1)c1ccccc1C	-8
Cc1noc(C)c1CN1CCN(C(=O)Cc2ccc(Cl)cc2)CC1	2
Cc1nnsc1C(=O)N1CCC(CSC2=NCCS2)CC1	-14
O=C(c1cccc(Oc2ccc(F)cc2)c1)N1C2C=CCC1CC2 (stereo not given)	-18
Cc1c(Cl)cccc1NC(=O)CN1N=NC2C(=O)N(c3ccc(F)c(F)c3)C(=O)C21 (stereo not given)	-1
O=C(Nc1cnc(N2CCN(c3ccccn3)CC2)nc1)[C@@H]1CCCO1	-12
CCS(=O)(=O)N1CCc2ccc(NC(=O)Cc3cccc(C)c3)cc2C1	-10
O=S(=O)(c1ccccc1Br)N1CC[C@H](n2cc(-c3ccccc3)nn2)C1	-19
CCc1ccccc1NC(=O)CCCn1nc(-c2ccccc2)ccc1=O	-2
Cc1ccc(C)c2sc(NC(=O)C3CCN(S(=O)(=O)c4ccc(F)cc4)CC3)nc12	2
O=C(CS[C@@H](Cc1ccc(Br)cc1)C(=O)O)Nc1ncc(Cc2ccccc2)s1	-13
CC(=O)Nc1ccc(SCCCC(=O)N2CCN(c3cccc(Cl)c3)CC2)nn1	-9&-4
CC(C)(Oc1ccc(Cl)cc1)C(=O)NCCCn1ccc2cccnc21	-31
C=CCn1cnc2c(c1=O)c1nc3ccccc3nc1n2N=Cc1cccc(OC)c1	-6
Nc1nonc1-n1nnc(C(=O)NN=Cc2ccc(Cl)cc2Cl)c1CN1CCCCC1	4
O=[N+]([O-])c1ccccc1Sc1cccc2cccnc12	51
O=C(CCOc1ccccc1)Nc1nnc(-c2cccs2)o1	-10
NC(=O)c1ccc(NC(=O)CCCn2nc(-c3cccs3)ccc2=O)cc1	2
N#Cc1ccc(C(=O)Nc2sc3c(c2C#N)CCCC3)cc1	-4
O=C(N1CCCC1)N1CCN(c2ccccc2)CC1	-5
O=C(CCc1c(F)cccc1Cl)N1C2CCC1CC(S(=O)(=O)c1ccccc1)C2 (stereo not given)	0
O=S(=O)(c1ccc(Oc2ccccc2Cl)cc1)N1CCC(Cc2ccccc2)CC1	-3
O=C(O)CCCCCNC1=C(n2nnc3ccccc32)C(=O)c2ccccc2C1=O	-17
NC(=NOC(=O)Cc1ccc([N+](=O)[O-])cc1)c1ccc([N+](=O)[O-])cc1	7
CN(C)C(CNC(=O)Nc1ccc(Cl)cc1)c1ccco1 (stereo not given)	-1
c1csc(-c2noc(CSc3ccc(-c4ccc5c(c4)OCO5)nn3)n2)c1	-13
Cc1nnc(NC(=O)CN2CCC3(CC2)NC(=O)N(Cc2ccc(Cl)cc2)C3=O)s1	-5&-2
CC(=NNC(=O)CNC(=O)c1cccnc1)c1cccc([N+](=O)[O-])c1	-1
Cc1ccc(CN2CCN(N=Cc3cc(Br)cc(Br)c3O)CC2)cc1	-10
CC(=NO)C(=O)OC1CC(C)CCC1C(C)C (stereo not given)	-22
O=C1NCCN1C(=O)NC1CCC(Oc2ccccn2)CC1 (stereo not given)	-7
COc1ccc(Cl)cc1Nc1nnc(C)c(=O)[nH]1	-1
O=C(O)CSc1nncc(-c2ccccc2)n1	2
O=C(NCC[C@H](O)c1ccccc1)c1ccc2nsnc2c1	-8
O=C(Nc1cccc(N2CCCC2=O)c1)c1ccc2c(c1)OCO2	-15
CN(C)c1nccnc1OC1CCCN(C(=O)Cc2noc3ccccc23)C1 (stereo not given)	-12
CCC(C)C(C)=NNc1ccc(S(N)(=O)=O)cc1[N+](=O)[O-] (stereo not given)	25
CCOc1ccc(-n2nnnc2CNS(=O)(=O)c2ccc(CC)s2)cc1	-6
CSc1ccccc1C(=O)OC1CN(c2nc3ccc(F)cc3s2)C1	-4
CCOC(=O)c1oc2ccccc2c1NC(=O)c1cccc(C(=O)Nc2c(C(=O)OCC)oc3ccccc23)n1	-15&-3
O=C(Nc1ccc(-c2cn3c(n2)SCC3)cc1)C1(c2cccs2)CCCC1	-13
COC(CNC(=O)C(=O)Nc1ccon1)c1ccccc1Cl (stereo not given)	8
CO[C@@](C)(CNC(=O)Nc1ccccc1C(F)(F)F)c1ccccc1F	1
COc1ccc(-c2cc3c(=O)n(CC(=O)N4CCCc5ccccc54)ccn3n2)cc1OC	-13
Cc1cccc(OC2CCN(C(=O)COc3ccccc3F)CC2)n1	-26
Cc1nn(S(=O)(=O)c2ccccc2[N+](=O)[O-])c(C)c1Sc1ccccc1	37*
O=C(CSc1nnc(NC(=O)c2c(F)cccc2Cl)s1)Nc1nc2ccccc2s1	-27
Cc1nnc(C2CCCN(C(=O)NC3CCCCC3)C2)s1 (stereo not given)	-9
Cc1ccc(N2N=NC3C(=O)N(c4cccc(Cl)c4)C(=O)C32)cc1C (stereo not given)	-16
Cc1ccc(-n2ncc3c(SCC(=O)Nc4nc5ccccc5s4)ncnc32)c(C)c1	3

20 successive records already listed, quoted:
SMILES	PriA SSB inh
O=C1NCCN1C(=O)NC1CCC(Oc2ccccn2)CC1 (stereo not given)	-7
COc1ccc(Cl)cc1Nc1nnc(C)c(=O)[nH]1	-1
O=C(O)CSc1nncc(-c2ccccc2)n1	2
O=C(NCC[C@H](O)c1ccccc1)c1ccc2nsnc2c1	-8
O=C(Nc1cccc(N2CCCC2=O)c1)c1ccc2c(c1)OCO2	-15
CN(C)c1nccnc1OC1CCCN(C(=O)Cc2noc3ccccc23)C1 (stereo not given)	-12
CCC(C)C(C)=NNc1ccc(S(N)(=O)=O)cc1[N+](=O)[O-] (stereo not given)	25
CCOc1ccc(-n2nnnc2CNS(=O)(=O)c2ccc(CC)s2)cc1	-6
CSc1ccccc1C(=O)OC1CN(c2nc3ccc(F)cc3s2)C1	-4
CCOC(=O)c1oc2ccccc2c1NC(=O)c1cccc(C(=O)Nc2c(C(=O)OCC)oc3ccccc23)n1	-15&-3
O=C(Nc1ccc(-c2cn3c(n2)SCC3)cc1)C1(c2cccs2)CCCC1	-13
COC(CNC(=O)C(=O)Nc1ccon1)c1ccccc1Cl (stereo not given)	8
CO[C@@](C)(CNC(=O)Nc1ccccc1C(F)(F)F)c1ccccc1F	1
COc1ccc(-c2cc3c(=O)n(CC(=O)N4CCCc5ccccc54)ccn3n2)cc1OC	-13
Cc1cccc(OC2CCN(C(=O)COc3ccccc3F)CC2)n1	-26
Cc1nn(S(=O)(=O)c2ccccc2[N+](=O)[O-])c(C)c1Sc1ccccc1	37*
O=C(CSc1nnc(NC(=O)c2c(F)cccc2Cl)s1)Nc1nc2ccccc2s1	-27
Cc1nnc(C2CCCN(C(=O)NC3CCCCC3)C2)s1 (stereo not given)	-9
Cc1ccc(N2N=NC3C(=O)N(c4cccc(Cl)c4)C(=O)C32)cc1C (stereo not given)	-16
Cc1ccc(-n2ncc3c(SCC(=O)Nc4nc5ccccc5s4)ncnc32)c(C)c1	3

(listing goes on)
SMILES	PriA SSB inh
O=C(c1ccco1)N(CCCn1ccnc1)c1nc2c(Cl)cccc2s1	64
COc1ccccc1/C=C/C=Nn1c(COc2ccccc2)n[nH]c1=S	12
COc1cc(C)c(S(=O)(=O)NCCNc2ccc(-n3cccc3)nn2)cc1C	-1
CN(C[C@H]1Cc2ccccc2CO1)S(=O)(=O)CCC(F)(F)F	-11
COc1ccc2nc(-c3ccc(C)c(NC(=O)c4cccc(Cl)c4)c3)cn2n1	-11
O=C(CSC1CCCC1)N1CC(S(=O)(=O)c2ccc(F)cc2)C1	-1
Cc1csc(C(=O)N2CCC3(CC2)OC(=O)c2ccccc23)c1	4
CCCc1cc(=O)[nH]c(-n2nc(C)cc2NC(=O)C(=O)N2CCCC(C)C2)n1 (stereo not given)	-10
CCCCc1cc(=O)oc2cc(C)cc(OCC(=O)N3C[C@H]4C[C@H](C3)c3cccc(=O)n3C4)c12	4

These rows are one share of the data; rates above refer to the full screens.
